Source: PubChem
FBW7 act: human FBW7 E3 ligase activation, primary screen; Q969H0; AlphaScreen FBW7–phospho-cyclin E peptide binding, activator screen; normalized activity (activation), % at 26.1 µM; 650,000 compounds, 0.13% hits; AID 1259310; in the data active means normalized activity above about 1.9%;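 further: purified mutant Fbw7 with reduced substrate affinity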
MITF primary: human MITF inhibition, primary screen | O75030 | AlphaScreen MITF homodimerization, bead proximity signal | inhibition, % at 2.6 µM | 650,000 compounds, 0.91% hits | AID 1259374; in the data active means inhibition above about 50%;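 further: 0% = vehicle wells with protein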
Target sequence (O75030 whole entry, looked up): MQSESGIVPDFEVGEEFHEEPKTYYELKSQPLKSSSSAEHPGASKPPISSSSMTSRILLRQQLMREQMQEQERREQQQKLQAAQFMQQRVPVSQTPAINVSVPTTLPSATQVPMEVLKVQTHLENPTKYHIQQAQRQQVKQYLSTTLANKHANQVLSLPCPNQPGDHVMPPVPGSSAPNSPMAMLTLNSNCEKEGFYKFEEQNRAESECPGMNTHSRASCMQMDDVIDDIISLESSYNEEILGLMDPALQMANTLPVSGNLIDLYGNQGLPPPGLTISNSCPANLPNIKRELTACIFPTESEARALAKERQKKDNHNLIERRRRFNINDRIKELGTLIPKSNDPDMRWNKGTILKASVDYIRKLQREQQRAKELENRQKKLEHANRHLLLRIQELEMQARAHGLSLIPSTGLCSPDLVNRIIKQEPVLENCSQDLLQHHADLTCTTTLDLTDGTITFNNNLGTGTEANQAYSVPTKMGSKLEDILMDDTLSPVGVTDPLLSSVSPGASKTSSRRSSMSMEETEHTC
GPR151 ag: activators of human GPR151. Q8TDV0. PathHunter beta-arrestin GPR151 cells, luminescence. activation, % at 11.2 µM. 650,000 compounds, 1% hits. AID 1508602; in the data active means activation above about 4.9%;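 further: 0% = median of compound wells and 100% = cells with positive control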
Target sequence (Q8TDV0 whole entry, looked up): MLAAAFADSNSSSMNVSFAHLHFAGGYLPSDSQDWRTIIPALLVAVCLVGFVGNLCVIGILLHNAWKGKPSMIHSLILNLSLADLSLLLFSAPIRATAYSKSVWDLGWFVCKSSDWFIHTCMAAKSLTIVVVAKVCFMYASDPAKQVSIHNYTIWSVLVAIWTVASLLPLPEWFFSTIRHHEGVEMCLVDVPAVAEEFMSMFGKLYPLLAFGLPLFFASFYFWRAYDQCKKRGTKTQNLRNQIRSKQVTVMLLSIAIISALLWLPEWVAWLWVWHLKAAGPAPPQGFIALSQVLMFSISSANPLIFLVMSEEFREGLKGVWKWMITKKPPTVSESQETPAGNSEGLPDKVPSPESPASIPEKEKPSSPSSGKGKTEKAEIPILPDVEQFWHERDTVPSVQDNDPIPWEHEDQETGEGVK
TEAD-YAP inh: TEAD-YAP interaction inhibition | HEK-TIYL cells, TEAD-Gal4/YAP UAS-luciferase luminescence | inhibition, % at 9.12 µM | 640,000 compounds, 1.4% hits; in the data active means inhibition above about 32%;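 further: 0% = median of test compound wells and 100% = reference inhibitor wells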
* = called active by the depositor; & = joins results of further samples.

mol | GPR151 ag | MITF primary | TEAD-YAP inh | FBW7 act
O=C(NCc1ccccc1)c1cnc(Nc2cccnc2)s1 | -1.7 | 6 | 7 | -0.1
CCOC(=O)c1c(NC(=O)c2nc(SCC)ncc2Cl)sc(C(C)=O)c1C | -0.3 | 5 | -9 | 0.1
COc1cccc2c(SCC(=O)Nc3ncc(C)s3)nc(-c3ccccc3)nc12 | 2.1 | 3 | 3 | 0.0
O=S(=O)(Nc1cccc(Cl)c1)c1ccc(NS(=O)(=O)c2cccs2)cc1 | 0.4 | 4 | 8 | 0.1
CCNC(=O)c1cc(-c2ccc(Cl)s2)nc2ccccc12 | 2.0 | -1 | 13 | 0.1
Cc1nc(-c2cccs2)c(CCC(=O)N2CCN(c3ccccc3)CC2)s1 | -0.8 | 23 | 2 | 0.9
COC(=O)CSc1nnc(CSc2nc(C)cc(C)n2)n1C | -1.1 | 6 | -12 | -0.1
CCOc1cccc(OCCN2CCNCC2)c1 | -0.7 | 75* | -2 | -0.2
CC(C)c1c(C#N)c(N)nc2sc(C(=O)c3ccccc3)c(N)c12 | 0.2 | -1 | -4 | 0.1
FC(F)(F)c1ccc(NC(=S)N2CCn3cccc3C2c2cccs2)cc1 (stereo unspecified) | 1.4 | -14 | -10 | -0.1
Cc1ccc2nc(-c3ccc(-c4nc5ccc(C)cc5c(=O)o4)cc3)oc(=O)c2c1 | -0.6 | 7 | 2 | 0.1
Clc1ccc(-c2csc(Nc3ncccn3)n2)cc1Cl | -0.3 | -1 | 2 | -0.1
CN1CC(=O)N2CCN(C(=O)c3cc(Cl)cc(Cl)c3)C[C@@H]2C1=O | 0.8 | 30 | 13 | -0.1
N#C/C(=C/c1cccc2ccccc12)c1nc(-c2ccccc2)cs1 | 0.2 | 3 | 4 | 0.0
NC(=O)CSc1cn(Cc2ccccc2Cl)c2ccccc12 | -0.7 | 7 | 10 | 0.2
O=C(c1cccc(Br)c1)N1CCN(c2c(Cl)cccc2[N+](=O)[O-])CC1 | 0.3 | -1 | 2 | -0.1
COc1ccc(S(=O)(=O)N(C)C2CCN(C)CC2)cc1Br | -0.6 | 2 | 3 | 0.1
COc1cccc(-c2nc(C=Nc3ccc(I)cc3)c(O)o2)c1 | 1.2 | -3 | 7 | 0.0
C/C(CC(=O)Nc1c(C)cc(C)cc1C)=N\NC(=O)c1ccc([N+](=O)[O-])cc1Cl | 0.9 | 5 | -1 | -0.1
CCNc1nc2n(c(=O)n1)CCN2CC | -0.3 | 10 | -1 | 0.0
O=C(CN1C(=O)C(c2ccccc2)=NC12CCCCC2)Nc1cccc(Cl)c1 | -1.9 | 8 | 7 | 0.4
CCOc1cc(/C=N/n2c(COc3ccccc3)n[nH]c2=S)ccc1O | -1.5 | 19 | 8 | 0.1
COc1ccccc1/C=C/CN1CCNC(=O)C1CC(=O)NCCOC(C)C (stereo unspecified) | 0.9 | 8 | 4 | 0.3
CCCCCCN1N=C(C)C(C(=O)c2ccc(Cl)cc2)C1=O (stereo unspecified) | 0.4 | 4 | 15 | 0.0
c1ccc2c(c1)CCN(c1nc(Nc3ccc(N4CCOCC4)cc3)c3[nH]cnc3n1)C2 | -1.7 | 21 | -16 | 0.1
COCCN1CN(S(=O)(=O)c2ccc(C)c(C)c2)c2nc3ccccc3nc21 | -2.0 | 1 | -4 | 0.1
CCCNC(=O)c1cccc(Nc2cccc(N(C)C)c2)n1 | 3.3 | 13 | 12 | -0.1
CCOC(=O)C1=C(C)N=c2s/c(=C/c3ccc(OC(C)=O)cc3)c(=O)n2C1c1ccccc1Cl (stereo unspecified) | 1.0 | -3 | -4 | -0.1
COC(=O)C1=C(O)/C(=C\c2ccc(OCc3ccccc3)cc2)N=C1C | -1.0 | -1 | -8 | 0.0
CC1(C)CCC2=C(O1)c1ccccc1C(=O)C2=O | 0.1&0.2 | -14&21 | -3&-4 | -0.1&0.0
O=[N+]([O-])c1cccc(S(=O)(=O)CC(Cl)c2ccccc2)c1 (stereo unspecified) | -1.1 | 23 | 30 | 0.9
CCc1ccccc1NC(=O)N1CCCC(CCC(=O)N(C)CCc2ccccn2)C1 (stereo unspecified) | 1.5 | -8 | -1 | 0.1
CCOC(=O)c1c(NC(=O)c2cc(S(N)(=O)=O)c(Cl)cc2Cl)sc(C(=O)N(CC)CC)c1C | 0.1 | 3 | -9 | -0.1
CN(C)C(=O)COc1cc(-c2cn[nH]c2)ccc1NC(=O)C1COc2ccccc2C1 (stereo unspecified) | 0.8 | 6 | -3 | -0.5
COc1cccc(C2CC(c3ccccc3C)n3nnnc3N2)c1 (stereo unspecified) | 0.8 | 14 | 7 | 0.2
CC(Nc1cc(N2CCOCC2)ccc1[N+](=O)[O-])c1ccc(Br)cc1 (stereo unspecified) | 0.4 | 1 | 12 | -0.1
OCCn1c(CSc2nnnn2-c2ccccc2)nc2ccc(Cl)cc21 | 1.0 | 7 | 10 | 0.1
CN1C(=O)C(CC(=O)Nc2ccc(OC(F)(F)F)cc2)N(Cc2ccc3c(c2)OCO3)C1=S (stereo unspecified) | 2.7 | -9 | 7 | 0.1
O=C(Nc1cc(Oc2ccc(F)cc2)cc(Oc2ccc(F)cc2)c1)c1sc2ccccc2c1Cl | 2.1 | 7 | 3 | 0.1
O=C(NCc1ccccc1)c1ccnc(NCc2cccnc2)c1 | -2.1 | 16 | 5 | -0.1

Arranged by length of the SMILES (falling): part of the list above
mol | GPR151 ag | MITF primary | TEAD-YAP inh | FBW7 act
CN(C)C(=O)COc1cc(-c2cn[nH]c2)ccc1NC(=O)C1COc2ccccc2C1 (stereo unspecified) | 0.8 | 6 | -3 | -0.5
O=C(CN1C(=O)C(c2ccccc2)=NC12CCCCC2)Nc1cccc(Cl)c1 | -1.9 | 8 | 7 | 0.4
COC(=O)C1=C(O)/C(=C\c2ccc(OCc3ccccc3)cc2)N=C1C | -1.0 | -1 | -8 | 0.0
COc1cccc(C2CC(c3ccccc3C)n3nnnc3N2)c1 (stereo unspecified) | 0.8 | 14 | 7 | 0.2

Next section.
mol | GPR151 ag | MITF primary | TEAD-YAP inh | FBW7 act
COC(=O)c1[nH]c2ccc(C)cc2c1NC(=O)CN1CCOCC1 | 0.6 | -21 | -4 | -0.2
CC(=O)c1ccc(N2CCN(C(=O)c3c(-c4ccccc4Cl)noc3C)CC2)cc1 | -2.1 | 17 | -4 | 0.7
O=C(Nc1ccc(-c2nc3ccccc3s2)cc1)c1cccc(Cl)c1Cl | 0.2 | 11 | -43 | 0.2
Cc1ccc(C)c(-c2nc(C)sc2CC(=O)O)c1 | -1.0 | -4 | 2 | 0.0
CN(C)c1ccc(C(=S)N2CCN(C(=O)C(Cl)(Cl)Cl)CC2)cc1 | 1.8 | 3 | -8 | -0.1
NC(=O)c1ccc(NC(=O)c2cccs2)cc1 | 1.2 | -7 | -37 | 0.3
Cc1c(C(=O)Nc2c(F)cc(F)cc2Br)sc2ncnc(N3CCN(c4ccccc4)CC3)c12 | 1.1 | -1 | -8 | -0.1
O=c1cc(N2CCN(c3ccc(F)cc3)CC2)[nH]c(=O)n1-c1ccccc1Cl | -0.5 | 12 | -2 | 0.6
Cc1cc(NC(=O)Cn2nnc3sc4c(c3c2=O)CCC(C(C)(C)C)C4)no1 (stereo unspecified) | 0.7 | -8 | -8 | 0.1
CSc1ccc(S(=O)(=O)NCc2ccco2)cc1 | 0.8 | 2 | 6 | -0.2
COC(=O)c1cccc(-n2c(C)cc(/C=C3/NC(=O)NC3=O)c2C)c1C | 1.7 | 5 | 4 | -0.1
FC(F)(F)c1cccc(CNc2nc(NCc3ccc4c(c3)OCO4)nc3c2ncn3-c2ccccc2)c1 | 0.3 | 0 | -9 | -0.1
O=C1NC(=S)NC(=O)C1=Cc1cccc(O)c1Cl | 0.3 | -2 | -4 | -0.2
COc1cc(CN(C(=S)NCC(=O)NC2CCCCC2)C2CCCC2)cc(OC)c1OC | 0.2 | 4 | -8 | -0.2
CCN(CC)C(=O)Cn1cnc2sc(C(=O)NC3CCCCCC3)c(C)c2c1=O | 0.6 | -1 | -10 | -0.2
CCn1c(SCC(=O)c2cc(OC)ccc2OC)nnc1C1CC1 | -1.1 | -5 | -9 | 0.0
Cc1cc(I)cc2c1NC(c1ccccc1)C1CC=CC21 (stereo unspecified) | -0.4 | 1 | -3 | -0.1
COc1cccc(NC(=O)c2sc3ncn(CC(=O)N4CCCCC4)c(=O)c3c2C)c1 | 0.9 | 3 | -21 | -0.1
O=C(c1nc2sccn2c1CN1CCCCC1c1cccnc1)N1CCCCCCC1 (stereo unspecified) | 0.8 | 5 | -6 | -0.1
COc1cc(C(=O)Nc2ccc(O)c(-c3nc4cc(C)c(C)cc4o3)c2)cc(OC)c1OC | 2.9 | -8 | -15 | -0.3
CCc1ccccc1NC1=NCC(=O)N1Cc1ccc(F)cc1 | -0.9 | -2 | -4 | -0.2
c1cncc(C2Oc3ccccc3C3CC(c4cccs4)=NN32)c1 (stereo unspecified) | -2.3 | -3 | -20 | 0.0
COC(=O)Cc1ccc2c(c1)NC(=O)C(CCOC(C)=O)O2 (stereo unspecified) | 0.1 | -5 | -2 | -0.1
Cc1[nH]nc2c1C(c1cc([N+](=O)[O-])ccc1OCc1cccc(F)c1)C(C#N)=C(N)O2 (stereo unspecified) | -2.0 | 7 | 5 | 0.7
C[C@@H]1NC(=O)[C@H]2CN(Cc3cnn(-c4ccc(F)cc4)c3)CCN2C1=O | -0.4 | 10 | 4 | 0.1
Cc1ccc(OCc2ccc(C#N)cc2)c(C(=O)c2cc(C#N)c(=O)n(C3CC3)c2)c1 | -0.2 | -15 | -1 | 0.2
O=C(c1ccc(F)cc1)C1CCN(C(=O)NC23CC4CC(CC(C4)C2)C3)CC1 | -0.2 | 11 | 3 | -0.1
Cc1ccc(-c2csc(Nc3ccc(N)cc3)n2)cc1 | -0.5 | 0 | -21 | -0.2
CC(C)CCCC(C)NC(=O)CCCC(=O)OCC(F)(F)F (stereo unspecified) | 0.5 | -5 | 13 | 0.5
Cc1ccc(C2=NC(c3cccc(Cl)c3)NC(c3ccccc3O)C2)cc1 (stereo unspecified) | 0.6 | 11 | -60 | 0.7
COc1ccc(C2(c3ccc(O)cc3O)CC(c3ccccc3Cl)NC(=S)N2)cc1 (stereo unspecified) | -0.5 | -2 | 2 | -0.1
COc1ccccc1N(C=O)/C=C1\Sc2ccccc2C1=O | -2.4 | 0 | 55* | 0.1
COc1ccn2c(C3CCNCC3)nc(-c3cccc(C)c3)c2c1 | 0.0 | -1 | -13 | -0.1
Cc1c(C(=O)N2CCOCC2)oc2c1-c1nn(CC(=O)O)cc1CC2 | 1.1 | 10 | 8 | -0.3
O=C(Nc1ccc2[nH]ncc2c1)[C@@H]1CCN(C(=O)C(O)c2ccc(Br)cc2F)C1 (stereo partly specified) | -0.9 | 19 | 9 | 0.8
COc1ccc(C(=O)OCc2c(C)noc2C)cc1S(=O)(=O)N(C)Cc1ccccc1 | 2.3 | 1 | 4 | 0.1
Cc1cc(NC(=O)CSc2nnc3c4c(C)c(C)sc4nc(C(C)C)n23)no1 | 0.2 | 4 | -5 | -0.1
O=C(NCCCO)C(=O)NCC1OCCCN1S(=O)(=O)c1ccc(Cl)cc1 (stereo unspecified) | 9.5* | -3 | -9 | -0.2
CCCCOc1ccc(C(=O)Nc2c3c(nn2C(C)(C)C)CSC3)cc1 | -0.8 | -4 | -6 | 0.0
O=C(NCc1ccc2c(c1)OCO2)C(=O)Nc1ccc2c(c1)OCO2 | -0.3 | 2 | -17 | -0.1

Part of the list above with just FBW7 act.
| structure | FBW7 act |
| --- | --- |
| COc1cc(C(=O)Nc2ccc(O)c(-c3nc4cc(C)c(C)cc4o3)c2)cc(OC)c1OC | -0.3 |
| CCc1ccccc1NC1=NCC(=O)N1Cc1ccc(F)cc1 | -0.2 |
| c1cncc(C2Oc3ccccc3C3CC(c4cccs4)=NN32)c1 (stereo unspecified) | 0.0 |

(next part)
mol | GPR151 ag | MITF primary | TEAD-YAP inh | FBW7 act
CCc1nc(-c2ccccc2)c2ccccn12 | 2.0 | 55* | 2 | 0.0
Cc1cc(C)c(NC(=O)CN2C(=O)NC(Cc3c[nH]c4ccccc34)C2=O)c(C)c1 (stereo unspecified) | 0.0 | -5 | -1 | -0.1
CS(=O)(=O)N(CC(=O)NCc1ccccn1)c1cccc([N+](=O)[O-])c1 | -1.7 | 18 | -5 | -0.1
O=C(COc1ccccc1)OCC(=O)c1ccc(O)cc1O | -0.7 | 8 | 3 | 0.2
CCCCC1CN(CC(=O)N2CCN(C(C)=O)CC2)Cc2ccccc2O1 (stereo unspecified) | 2.0 | 5 | -23 | 0.1
CCCc1ccc(Oc2c(C(F)(F)F)oc3c(C)c(OC)ccc3c2=O)cc1 | -0.5 | 4 | -11 | -0.1
CCOC(=O)c1c(-c2ccccc2)oc2cc(Br)c(OC)cc12 | -1.1 | 1 | -8 | 0.6
COc1ccccc1OCC(=O)NNC(=O)COc1ccc(Cl)cc1C | -0.1 | -4 | 0 | 0.1
O=C(CC1SC(=NCC2CCCO2)NC1=O)Nc1cccc2ccccc12 (stereo unspecified) | 1.1 | 12 | 0 | 0.0
CC(=O)c1cccc(-c2ccc3c(c2)C(C)(c2ccc4c(c2)OCO4)C(=O)N3)c1 (stereo unspecified) | 0.9 | 23 | 6 | 0.7
CCc1nn(Cc2ccccn2)c(=O)c2cc3sc(C)cc3n12 | 0.6 | -14 | -13 | -0.1
COc1ccc(-c2csc3ncn(CC(N)=O)c(=O)c23)cc1OC | 0.6 | 6 | 7 | 0.9

Part of the list above, with each value named.
Molecule: COc1ccc(C2(c3ccc(O)cc3O)CC(c3ccccc3Cl)NC(=S)N2)cc1 (stereo unspecified)
  GPR151 ag = -0.5	MITF primary = -2	TEAD-YAP inh = 2	FBW7 act = -0.1
Molecule: COc1ccccc1N(C=O)/C=C1\Sc2ccccc2C1=O
  GPR151 ag = -2.4	MITF primary = 0	TEAD-YAP inh = 55*	FBW7 act = 0.1
